# Compound activity: PubChem, several laboratories
# PMI activator: activators of human phosphomannose isomerase; P34949; purified human PMI, coupled resazurin fluorescence, 20 min; active compounds read high; 1 = vehicle control, 0 substrate-free wells; activation factor at 20 µM; 190,000 tested, 0.005% active; AID 1214;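 active means activation factor of 2 or more at 20 µM, relative to plate controls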
# FLuc inh counter: Photinus pyralis luciferase inhibition counter-screen; P08659; 200,000 tested, 1.5% active; ATPLite firefly luciferase biochemical luminescence, 10 min; inhibition, % at 10 µM;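 active means inhibition above about 50% when tested at 10 µM, limit read from the data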
# Target sequence (P08659 whole entry, looked up): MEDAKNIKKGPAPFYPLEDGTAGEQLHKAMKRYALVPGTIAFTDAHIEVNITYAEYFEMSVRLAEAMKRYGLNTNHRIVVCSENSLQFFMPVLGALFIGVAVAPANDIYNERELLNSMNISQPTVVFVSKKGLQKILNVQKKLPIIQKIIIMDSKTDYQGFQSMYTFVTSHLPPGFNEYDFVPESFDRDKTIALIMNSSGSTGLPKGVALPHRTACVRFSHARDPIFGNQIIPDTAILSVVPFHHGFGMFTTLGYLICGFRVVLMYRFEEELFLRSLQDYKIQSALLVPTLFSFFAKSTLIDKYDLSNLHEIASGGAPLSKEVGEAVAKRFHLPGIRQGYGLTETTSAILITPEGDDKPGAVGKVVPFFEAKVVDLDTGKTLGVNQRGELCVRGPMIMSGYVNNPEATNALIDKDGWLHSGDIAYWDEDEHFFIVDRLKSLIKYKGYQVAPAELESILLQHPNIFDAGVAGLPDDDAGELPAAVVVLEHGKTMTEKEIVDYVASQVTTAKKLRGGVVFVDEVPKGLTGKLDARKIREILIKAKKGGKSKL
# FLuc stim CS: firefly luciferase counter-screen for stimulation assays | activation factor at 10 µM | 200,000 tested, under 10 active | ATPlite luciferase biochemical, luminescence, 10 min; 0 = ATP-free wells, 1 = DMSO control;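 active means luciferase activation factor, scaled between plate controls, of at least 2 with compound at 10 µM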
#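 System: cell-free luciferase reagent; medium: PBS as buffer for the ATP substrate; doses: test compounds dosed from 2 mM stocks in 100% DMSO; incubation: 10 min, room temperature; measured by: luminescence from luciferase reaction; read-out: luciferase activation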
# TNAP inh hi DEA: blocks human TNAP under high phosphate acceptor concentration | P05186 | purified TNAP, CDP-star luminescence, 1 M DEA | inhibition, % at 20 µM | 200,000 tested, 0.03% active;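 active means over 50% inhibition of tissue-nonspecific alkaline phosphatase at 20 µM in the single-dose screen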;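 further: plate controls were DMSO wells for no effect and EDTA-quenched wells as full inhibition for full effect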
# Target sequence (P05186 whole entry, looked up): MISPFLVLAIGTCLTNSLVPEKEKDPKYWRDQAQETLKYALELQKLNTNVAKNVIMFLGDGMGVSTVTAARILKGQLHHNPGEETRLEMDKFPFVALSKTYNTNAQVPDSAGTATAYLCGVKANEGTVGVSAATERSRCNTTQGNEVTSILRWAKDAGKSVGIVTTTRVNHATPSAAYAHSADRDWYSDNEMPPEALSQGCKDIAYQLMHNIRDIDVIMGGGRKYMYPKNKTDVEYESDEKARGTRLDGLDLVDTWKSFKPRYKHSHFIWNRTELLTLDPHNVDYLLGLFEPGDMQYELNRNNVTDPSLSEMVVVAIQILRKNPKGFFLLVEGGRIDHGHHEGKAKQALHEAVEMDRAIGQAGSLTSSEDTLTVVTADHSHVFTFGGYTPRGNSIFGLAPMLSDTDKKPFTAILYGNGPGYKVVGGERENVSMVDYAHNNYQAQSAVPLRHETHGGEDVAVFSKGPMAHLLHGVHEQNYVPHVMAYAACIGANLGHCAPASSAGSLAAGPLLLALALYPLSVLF
# TNAP act hi DEA: activators of human TNAP at high phosphate acceptor concentration. P05186. purified TNAP, CDP-star luminescence, 1 M DEA, 30 min; active compounds read high; 0 = EDTA background, 1 = DMSO-only activity. activation factor at 20 µM. 200,000 tested, under 10 active;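 active means activation factor at least 2 at 20 µM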
#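 Control set: EDTA negative control, DMSO positive control / Assay system: human TNAP / Quantity: TNAP 1/800 final / Evaluation: TNAP activation factor scaled between EDTA and DMSO control wells / Measured by: luminescent substrate turnover signal / Compound dosing: one dose, 20 µM / Times: 30 min enzyme reaction at room temperature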
# PMI act satM6P: PMI (human) activation, high substrate; coupled PMI enzyme assay, resazurin fluorescence, 20 min; active compounds read high; 1 = untreated enzyme, 0 = substrate-free blank; 190,000 tested, 0.34% active; activation factor at 20 µM;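 active means activation factor of 2 or more at 20 µM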
#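 Material: human phosphomannose isomerase with PGI, G6PDH, diaphorase coupling enzymes / Reagent: Man-6-P substrate 1.0 mM / Dosing: single compound dose of 20 µM, 1% DMSO final / Incubation: enzyme reaction with compound 20 min at room temperature / Signal: resorufin fluorescence (Ex 544/Em 590 nm) from resazurin via diaphorase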
# bIAP activator: increases bovine intestinal alkaline phosphatase activity | purified bovine IAP, CDP-star luminescence, 30 min; active compounds read high; fold of DMSO-control signal, blank-subtracted | 200,000 tested, 0.17% active | activation factor at 20 µM;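 active means activation factor of 2 or more at 20 µM, a signal rise over negative controls twice the positive control's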
# TNAP inh noacc: inhibitors of human TNAP without phosphate acceptor; AID 1012; inhibition, % at 20 µM; 200,000 tested, 0.26% active; purified TNAP, CDP-star luminescence, 30 min;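 active means tissue-nonspecific alkaline phosphatase inhibition above about 50% at 20 µM in the single-dose screen, limit read from the data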;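 further: 0% = DMSO negative control and 100% = EDTA positive control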
# NF-kB expr up: compounds increasing NF-kB expression in human neuronal cells | NF-kB reporter expression; active compounds read high | fold change at 12.5 µM | 190,000 tested, 1.6% active | AID 1239; in the data active means fold change above about 3.3
# APP 5'UTR act: APP 5'UTR luciferase reporter activation | SH-SY5Y APP 5'UTR luciferase reporter, luminescence; zero percent = DMSO vehicle wells | activation, % at 2 µM | 190,000 tested, 1% active | AID 1276;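 active means activation above a set limit, based on mean plus 3 SD of controls, cut at about 140% in these data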; further: values of inactives mirror those of a sister screen read the other way
# * hit, by the source's call; . = no result given. Rows were taken by chance, and some 3.6% of all compounds hit somewhere here.
# Key to letters: A = PMI activator; B = FLuc inh counter; C = FLuc stim CS; D = TNAP inh hi DEA; E = TNAP act hi DEA; F = PMI act satM6P; G = bIAP activator; H = TNAP inh noacc; I = NF-kB expr up; J = APP 5'UTR act
O=C(CNC(=O)c1ccccc1F)OCc1nc2ccccc2s1
  A = 1 | B = 1 | C = 1 | D = -6 | E = 1.1 | F = 1 | G = 1 | H = 0 | I = 1 | J = 13

CCOc1ccc(C2C(C(=O)c3ccc(C)o3)=C(O)C(=O)N2CCN2CCOCC2)cc1OC (stereo not given)
  A = 1.3 | B = -8 | C = 1.1 | D = -5 | E = 1.1 | F = 1.2 | G = 1 | H = -10 | I = 0.97 | J = -20

CCOc1ccc(C2CC(c3cccc(OC)c3)n3nc(N)nc3N2)cc1 (stereo not given)
  A = 0.8 | B = -6 | C = 1.1 | D = -2 | E = 1 | F = 0.9 | G = 1 | H = -15 | I = 1 | J = -16

Cc1ccc(C)c(S(=O)(=O)Nc2ccc(O)c(C(=O)O)c2)c1
  A = 1.1 | B = 0 | C = 1 | D = 1 | E = 1 | F = 1 | G = 0.9 | H = -4 | I = 1.2 | J = 22

O=S(=O)(NCc1cccs1)c1cccc(S(=O)(=O)N2CCCCC2)c1
  A = 1 | B = 2 | C = 1 | D = -2 | E = 1 | F = 1 | G = 0.8 | H = -8 | I = 1.1 | J = -5

COC(=O)c1ccccc1NC(=O)Nc1ccc(C(=O)N2CCCC2)cc1
  A = 1 | B = 0 | C = 1 | D = 0 | E = 1 | F = 1.1 | G = 1 | H = -9 | I = 1.1 | J = -2

COc1ccc(S(=O)(=O)N(C)CC(=O)N2CCN(Cc3ccccc3)CC2)cc1C
  A = 0.9 | B = -2 | C = 1 | D = -1 | E = 1 | F = 0.9 | G = 1.1 | H = -1 | I = 0.83 | J = -16

C=CCn1c(SCC(=O)N2CCOCC2)nc2scc(-c3ccco3)c2c1=O
  A = 1 | B = -1 | C = 1 | D = -2 | E = 1 | F = 0.9 | G = 1.1 | H = 11 | I = 0.92 | J = -5

COc1ccc(C(C)=O)cc1CN1C(=O)NC2(CCCCCCC2)C1=O
  A = 0.9 | B = 2 | C = 1 | D = 5 | E = 1 | F = 0.9 | G = 1.2 | H = 4 | I = 1.1 | J = -5

Cc1ccc2nc(-c3ccccc3)cn2c1
  A = 1 | B = 96* | C = 0 | D = -8 | E = 1.1 | F = 1 | G = 0.9 | H = -19 | I = 0.96 | J = 3

Cc1cccc2c1N(C(=O)CN1C(=O)c3ccccc3C1=O)C(C)(C)c1ssc(=S)c1-2
  A = 0.9 | B = -1 | C = 1 | D = 7 | E = 0.9 | F = 1 | G = 0.9 | H = 11 | I = 0.86 | J = -3

Cc1cc(C)c2c(N)c(C(=O)N3CCc4ccccc4C3)sc2n1
  A = 1.5 | B = 1 | C = 1 | D = -4 | E = 1 | F = 2* | G = 1.1 | H = -8 | I = 1.5 | J = 12

CCOc1cc2[nH]c(=S)n(CCC(=O)N3CCc4ccccc4C3)c(=O)c2cc1OCC
  A = 1 | B = -9 | C = 1.1 | D = -7 | E = 1.1 | F = 1 | G = 1.1 | H = -3 | I = 0.94 | J = -13

O=C(NCc1ccco1)C1CCC(N2C(=O)c3ccccc3C2=O)CC1 (stereo not given)
  A = 1 | B = -2 | C = 1 | D = -4 | E = 1 | F = 1 | G = 0.9 | H = -19 | I = 1.4 | J = 6

Cc1ccc(OCc2nnc(SCc3ccc(C#N)cc3)n2-c2ccc(C)cc2)cc1
  A = 0.8 | B = -4 | C = 1 | D = -1 | E = 1 | F = 0.9 | G = 0.9 | H = 1 | I = 0.86 | J = -4

COCCn1c(SCC(=O)c2ccc(CNC(C)=O)o2)nc2ccccc2c1=O
  A = 1 | B = -2 | C = 1 | D = -4 | E = 1 | F = 0.9 | G = 1 | H = -13 | I = 1 | J = -2

O=C(CCCOc1ccccc1)NC(=S)Nc1ccccc1
  A = 0.8 | B = -3 | C = 1 | D = 1 | E = 1 | F = 0.9 | G = 1.1 | H = 0 | I = 1.3 | J = 17

CCOc1ccc(OCC)c(NC(=O)CSc2nc3c(c(=O)n(C)c(=O)n3C)n2C)c1
  A = 0.9 | B = -5 | C = 1 | D = -1 | E = 1 | F = 0.9 | G = 1 | H = -5 | I = . | J = .

Cc1cc(C)cc(OCC(=O)Nc2nonc2NC(=O)COc2cc(C)cc(C)c2)c1
  A = 1 | B = -2 | C = 1 | D = 2 | E = 1 | F = 1.1 | G = 1.5 | H = -68 | I = 1.1 | J = 1

CCN1CCN(CC(=O)NC2CCCC2)C(=O)C1=O
  A = 1.1 | B = -8 | C = 1.1 | D = -3 | E = 1 | F = 0.9 | G = 0.9 | H = 11 | I = 0.97 | J = .

CCOC(=O)c1c(C)[nH]c(NC(=O)N2CCOCC2)c1C
  A = 1.1 | B = -6 | C = 1.1 | D = -8 | E = 1.1 | F = 1.1 | G = 1 | H = -6 | I = 1 | J = 9

Cc1ccc(C)c(NC(=O)CN2C(=O)CNC2=O)c1
  A = 1 | B = -8 | C = 1.1 | D = -1 | E = 1 | F = 1.1 | G = 1 | H = -11 | I = 1.4 | J = 0

CN(C(=O)COC(=O)c1ccc2ccccc2n1)C1CCS(=O)(=O)C1 (stereo not given)
  A = 1.1 | B = -2 | C = 1 | D = 4 | E = 1 | F = 1 | G = 1.2 | H = -1 | I = 1.3 | J = -7

CC(C)(C)n1nnc(CCc2nnn(C(C)(C)C)n2)n1
  A = 0.9 | B = -9 | C = 1.1 | D = -6 | E = 1.1 | F = 0.8 | G = 0.9 | H = -11 | I = 1.1 | J = -7

Cn1c(-n2c(CCN3C(=O)c4ccccc4C3=O)nc3ccccc3c2=O)nc2ccccc21
  A = 1 | B = 0 | C = 1 | D = -1 | E = 1 | F = 1 | G = 1.1 | H = -3 | I = . | J = .

# Part of the list above in another layout:
SMILES	PMI activator	FLuc inh counter	FLuc stim CS	TNAP inh hi DEA	TNAP act hi DEA	PMI act satM6P	bIAP activator	TNAP inh noacc	NF-kB expr up	APP 5'UTR act
Cc1cc(C)c2c(N)c(C(=O)N3CCc4ccccc4C3)sc2n1	1.5	1	1	-4	1	2*	1.1	-8	1.5	12
CCOc1cc2[nH]c(=S)n(CCC(=O)N3CCc4ccccc4C3)c(=O)c2cc1OCC	1	-9	1.1	-7	1.1	1	1.1	-3	0.94	-13
O=C(NCc1ccco1)C1CCC(N2C(=O)c3ccccc3C2=O)CC1 (stereo not given)	1	-2	1	-4	1	1	0.9	-19	1.4	6
Cc1ccc(OCc2nnc(SCc3ccc(C#N)cc3)n2-c2ccc(C)cc2)cc1	0.8	-4	1	-1	1	0.9	0.9	1	0.86	-4
COCCn1c(SCC(=O)c2ccc(CNC(C)=O)o2)nc2ccccc2c1=O	1	-2	1	-4	1	0.9	1	-13	1	-2

# (listing goes on)
# Key to letters: A = PMI activator; B = FLuc inh counter; C = FLuc stim CS; D = TNAP inh hi DEA; E = TNAP act hi DEA; F = PMI act satM6P; G = bIAP activator; H = TNAP inh noacc; I = NF-kB expr up; J = APP 5'UTR act
CC(C)N(c1ccccc1)c1ncnc(NCCC(=O)O)c1[N+](=O)[O-]
  A = 0.9 | B = -5 | C = 1 | D = -2 | E = 1 | F = 0.9 | G = 0.8 | H = -14 | I = 1.1 | J = 17

O=C(CN(C(=O)CNC(=O)c1ccco1)c1ccc2c(c1)OCCO2)NC1CCCCC1
  A = 1 | B = -5 | C = 1.1 | D = -6 | E = 1.1 | F = 1 | G = 1 | H = -11 | I = 1 | J = -9

COc1cc(C2=NOC(C(=O)Nc3ccc(C)cc3)C2)cc(OC)c1OC (stereo not given)
  A = 0.9 | B = -1 | C = 1 | D = 0 | E = 1 | F = 0.8 | G = 0.9 | H = -3 | I = 1.1 | J = -10

CN(C)S(=O)(=O)c1cccc(-c2nn(-c3ccccc3)cc2/C=C(\C#N)c2nc3ccccc3[nH]2)c1
  A = 0.9 | B = 0 | C = 1 | D = 6 | E = 0.9 | F = 1 | G = 0.9 | H = 1 | I = 0.64 | J = -3

Cc1ccc(NC(=O)[C@@H]2CCCN2S(=O)(=O)c2ccccc2F)cc1S(=O)(=O)N1CCOCC1
  A = 1 | B = -9 | C = 1.1 | D = -4 | E = 1 | F = 1 | G = 0.9 | H = -6 | I = 0.98 | J = 0

CC(=O)c1sc(NC(=O)c2ccc(F)cc2)nc1-c1ccccc1
  A = 1.1 | B = 4 | C = 1 | D = 1 | E = 1 | F = 1.1 | G = 1.1 | H = -12 | I = 1.7 | J = 72

Cc1nn(-c2nnc(C)c(=O)[nH]2)c(C)c1SCC(=O)Nc1ccc(C(C)C)cc1
  A = 1.1 | B = 1 | C = 1 | D = -2 | E = 1 | F = 1.1 | G = 1 | H = -21 | I = 1.1 | J = 4

CCCCOc1ccc(CSC(CC(=O)O)C(=O)O)cc1 (stereo not given)
  A = 1.2 | B = 0 | C = 1 | D = 6 | E = 0.9 | F = 1.2 | G = 0.9 | H = -1 | I = 1.2 | J = -1

Cc1c(C(=O)NCc2ccc3c(c2)cc(C)n3C)cccc1[N+](=O)[O-]
  A = 0.9 | B = 0 | C = 1 | D = -1 | E = 1 | F = 0.8 | G = 1.1 | H = -7 | I = 0.95 | J = 9

CC(C)(C)c1nc(CN2CCOCC2)ccc1O
  A = 1.2 | B = -3 | C = 1 | D = -4 | E = 1 | F = 1.2 | G = 1 | H = 9 | I = 1 | J = 4

Cc1ccc(S(=O)(=O)CC2CSc3nnc(C)c(=O)n32)cc1 (stereo not given)
  A = 1 | B = -2 | C = 1 | D = -2 | E = 1 | F = 1 | G = 0.9 | H = -14 | I = 1 | J = 9

O=C(O)c1ccc(-c2nc(-c3ccccc3)cs2)cc1
  A = 1.1 | B = 8 | C = 0.9 | D = -1 | E = 1 | F = 1.1 | G = 1.1 | H = -11 | I = 2.3 | J = 89

Cc1c(Cl)cccc1NC(=S)N1CCN(Cc2ccccc2)CC1
  A = 0.9 | B = -3 | C = 1 | D = -4 | E = 1 | F = 1.1 | G = 1 | H = -3 | I = 1.1 | J = 1

O=C1SCCc2c1n(Cc1ccccc1)c1ccccc21
  A = 0.9 | B = -3 | C = 1 | D = -1 | E = 1 | F = 0.9 | G = 1 | H = -5 | I = 1.2 | J = 20

CCOC(=O)c1c(C)[nH]c(C(=O)COC(=O)/C=C/c2ccc(OC(F)F)cc2)c1C
  A = 1 | B = -1 | C = 1 | D = -1 | E = 1 | F = 1 | G = 1 | H = -11 | I = 1.1 | J = -3

CCCNC(=O)CCn1c(-c2ccc(C)cc2)cc(C(=O)OCC)c1C
  A = 1 | B = -8 | C = 1.1 | D = -1 | E = 1 | F = 1 | G = 1 | H = -20 | I = 0.87 | J = -4

O=C(CCc1nnc(CCCCc2ccccc2)o1)NC(c1cccnc1)C(F)(F)F (stereo not given)
  A = 0.9 | B = -7 | C = 1.1 | D = -5 | E = 1.1 | F = 1.1 | G = 1 | H = -14 | I = 0.86 | J = 4

CCCOC1CCCN(Cc2nc(-c3cnccn3)no2)C1 (stereo not given)
  A = 0.9 | B = -3 | C = 1 | D = -1 | E = 1 | F = 0.9 | G = 0.8 | H = -9 | I = 1.5 | J = -12

COc1cccc(/C=C(/C#N)c2ccc(Cl)cc2)c1OCc1cccc(C(=O)O)c1
  A = 0.9 | B = 0 | C = 1 | D = 4 | E = 1 | F = 0.9 | G = 1 | H = 1 | I = 1.1 | J = 29
